GAA inhib: alpha-glucosidase (human) inhibition; purified human GAA, 4-MU-alpha-glucoside fluorescence; Potency, µM (titrated, usually from 76.9 µM), inactives show at the highest dose activity change, negative = inhibition, actives largely listed as inhibitors; 0.005% of 200,000 active; AID 1466;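 also: plate controls were uninhibited enzyme wells for no effect and no-enzyme background for full effect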
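Human enzyme at 4 nM with 400 uM 4-methylumbelliferyl-alpha-D-pyranoside, citrate/phosphate buffer pH 5.0, 0.005% Tween-20, 20 min at room temperature. Compounds up to 77 uM. 4-MU fluorescence (Ex 365/Em 440) read after NaOH/glycine stop; AC50 from Hill fit.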
aGlu spleen mod: inhibitors or activators of human alpha-glucosidase in spleen homogenate. P10253. human spleen homogenate, 4-MU-alpha-glucoside fluorescence. Potency, µM (series often up to 79.9 µM), without a hit: at the top dose activity change, negative = inhibition, hits mostly inhibitors. 0.006% of 240,000 active. AID 2112;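 also: 0% = enzyme with vehicle and -100% = no enzyme basal signal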
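Human spleen homogenate (1 ug) with 4-methylumbelliferyl-alpha-D-glucopyranoside (1 mM final) in 50 mM citrate/phosphate pH 5.0, 0.01% Tween-20; 40 min at 37 C. Stopped at pH 10; 4-MU fluorescence Ex 365/Em 440 nm; AC50 by Hill fit.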
Tau ThT inhib: blocks human tau fibril formation measured by thioflavin T; AID 1460; 2.1% of 270,000 active; Potency, µM (highest dose often 57.4 µM), inactives show at the highest dose activity, negative = inhibition, hits mostly inhibitors; recombinant tau K18 P301L, heparin-induced fibrillization, ThT fluorescence; P10636; also: % is scaled to controls: 0 for no effect and ±100 for the full control effect; nearly all actives have a fitted effect of over 55% in size
Target sequence (P10636 561-689 P618L limits assumed): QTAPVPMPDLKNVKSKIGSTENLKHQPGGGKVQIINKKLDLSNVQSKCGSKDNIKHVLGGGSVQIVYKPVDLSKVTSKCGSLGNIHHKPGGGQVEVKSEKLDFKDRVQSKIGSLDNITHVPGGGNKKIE
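Aggregation was driven by heparin (20 uM final) acting on recombinant tau […] bearing P301L in 100 mM sodium acetate pH 7; fibrils were detected with Thioflavin T.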
Tau fibril FP: tau fibrillization inhibition (FP) | Potency, µM (titrated, usually from 57.7 µM), for inactives: top-dose activity, negative = inhibition, actives largely listed as inhibitors | P10636 | K18 P301L tau heparin fibrillization, Alexa594 FP, 6 h | 0.39% of 280,000 active | AID 1468; also: % is scaled to controls: 0 for no effect and ±100 for the full control effect; nearly all actives have a fitted effect of over 55% in size
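Recombinant K18 P301L […], labeled with Alexa 594 at 0.24 uM over 15 uM unlabeled; heparin inducer 20 uM final; 37 C, 6 hr; FP endpoint.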
GLA spleen mod: alpha-galactosidase A (human) modulation | human spleen homogenate, 4MU-alpha-Gal fluorescence, 40 min | Potency, µM (series often up to 80 µM), inactives show top-dose activity change, negative = inhibition, most hits filed as inhibitors | 0.008% of 240,000 active;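 also: 0% = enzyme with vehicle and -100% = no enzyme basal signal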
Target sequence (P06280 32-429 limits assumed): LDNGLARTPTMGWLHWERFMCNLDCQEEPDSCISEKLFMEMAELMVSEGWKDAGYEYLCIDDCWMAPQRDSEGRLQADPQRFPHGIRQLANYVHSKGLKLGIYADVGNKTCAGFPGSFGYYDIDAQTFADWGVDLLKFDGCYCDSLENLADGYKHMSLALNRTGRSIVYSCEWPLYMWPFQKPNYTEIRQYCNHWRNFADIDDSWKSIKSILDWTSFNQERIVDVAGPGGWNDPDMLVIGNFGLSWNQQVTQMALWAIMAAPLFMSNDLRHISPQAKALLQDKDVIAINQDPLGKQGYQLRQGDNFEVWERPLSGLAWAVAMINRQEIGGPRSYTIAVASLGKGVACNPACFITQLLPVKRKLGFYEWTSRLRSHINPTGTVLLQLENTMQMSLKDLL
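qHTS titration in buffer at pH 5.0. Alpha-galactosidase activity in spleen homogenate was measured via 4-methylumbelliferone release from 1 mM fluorogenic substrate after 40 min at 37C and a pH 10 stop. AC50 came from Hill fits of control-normalized data.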
GAA glycogen: GAA glycogen-cleavage inhibition or activation | recombinant GAA, glycogen substrate, Amplex Red glucose oxidase fluorescence | Potency, µM (titrated, usually from 76.4 µM), for inactives: at the highest dose activity change, negative = inhibition, actives largely listed as inhibitors | 0.38% of 300,000 active;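 also: 0% = full enzyme reaction and -100% = no-enzyme basal signal; the screen sought inhibitors and activators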
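Natural-substrate format: glycogen cleavage by 4 nM human enzyme, glucose read by Amplex Red coupling (Ex 573, Em 610 nm). Normalized to enzyme and no-enzyme controls.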
HTT cytoprotect: cytoprotection in Huntington HTT-Q103 PC12 cell model. PC12 HTT-Q103 induced, cytoprotection, ATP luminescence, 40 h. AID 1471. Potency, µM (doses to about 56.4 µM), for the others: cytoprotection (ATP increase), hits mostly activators. 0.14% of 230,000 active;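 also: % of control where 0% means no effect; nearly all actives have a fitted effect of over 45% in size; toxic huntingtin expression switched on by the ecdysone agonist tebufenozide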
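Quantitative HTS on tebufenozide-induced (100 nM) PC12 cells expressing HTTQ103 exon 1–GFP; compounds tested as a concentration series; survival measured via cellular ATP.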
Tau fluor counter: counter-screen for tau fibril formation inhibitors; AID 1463; 0.93% of 280,000 active; Potency, µM (doses to about 57.7 µM), for inactives: at the top dose activity change, negative = decrease; tau K18 P301L Alexa594 fluorescence, heparin fibrillization; also: % is scaled to controls: 0 for no effect and ±100 for the full control effect; nearly all actives have a fitted effect of over 55% in size
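Human tau K18 P301L (15 uM unlabeled, 0.24 uM Alexa 594-labeled) in 100 mM sodium acetate pH 7 with 20 uM heparin, 6 hr at 37 C. ThT 30 uM added, 1 hr ambient; Alexa 594 FP and total fluorescence read at 555/632 nm.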
* = called active by the depositor; ? = inconclusive; . = not tested or not shown; [ ] = remark or other dose. Calls follow the shape of the dose curve; as a rule, active = well fitted curve in the direction sought with a large enough effect; inconclusive = small, poorly fitted or top-dose-only effect, or another doubt; inactive = no such curve, though single readings can be large; an effect the other way counts as inactive or inconclusive. Potency is read from the fitted curve at half-maximal effect.

SMILES	GAA inhib	aGlu spleen mod	Tau ThT inhib	Tau fibril FP	GLA spleen mod	GAA glycogen	HTT cytoprotect	Tau fluor counter
COc1ccc(-n2c(=O)cc(N3CCN(c4ccccc4OC)CC3)[nH]c2=O)cc1	-2%	0%	-11%	1%	8%	3%	-12%	-3%
O=C(CN1C(=O)CCSc2ccccc21)Nc1ccc2c(c1)OCO2	-4%	-12%	-4%	2%	-9%	0%	-10%	-4%
COC(=O)c1ccccc1NC(=S)N(C)C	.	-6%	-10%	3%	-6%	3%	0%[10 µM]	-2%
O=C(Nc1ccn(Cc2ccc(F)cc2)n1)c1ccncc1	-5%	-7%	-4%	-1%	2%	-12%	-19%	-11%
Cc1n[nH]c(=O)n1-c1ccc(OC(F)(F)F)cc1	-6%	.	-3%	5%	6%	-5%	-18%	-2%
CCOC(=O)C1(CCCc2ccccc2)CCN(Cc2nccn2CC)CC1	.	-6%	?	0%	1%	-15%	-1%[10 µM]	-12%
CC1CCC2C(C1)Nc1c(C(=O)O)cccc1C2(C)C (stereo not drawn)	?	9%	?	-6%	5%	-29%	.	-22%
CCOC(=O)N1CCN(S(=O)(=O)c2ccc(C(=O)Nc3nnc(CC)o3)cc2)CC1	3%	3%	11%	2%	13%	4%	-4%[10 µM]	10%
O=S(=O)(c1ccccc1C(F)(F)F)N1CCC(n2cnc3ccccc32)CC1	0%	4%	-9%	-1%	1%	4%	-7%	-12%
CC(C)C(c1nnnn1Cc1ccccc1)N1CCN(Cc2ccc3c(c2)OCO3)CC1 (stereo not drawn)	-2%	-9%	-9%	6%	7%	4%	4%[10 µM]	-5%
Cc1cc(/C=N/NS(=O)(=O)c2ccc(F)c(Cl)c2)no1	-1%	-8%	-7%	?	5%	5%	14%[10 µM]	-13%
CCCC(=O)Nc1ccc2oc(-c3cncc(Br)c3)nc2c1	11%	11%	11%	1%	15%	20%	-34%[inhibitor]	-5%
O=C1OC2(CCCCC2)OC(=O)C1=CNc1ccc2c(c1)OCO2	-4%	-1%	1%	1%	-7%	1%	-18%[0.074 µM]	-11%
CCOC(=O)C1=C(C)Nc2ncnn2C1/C=C/c1ccccc1 (stereo not drawn)	-2%	0%	-3%	1%	1%	-22%	-26%[0.074 µM]	2%
CC(=O)c1cnc2sccn2c1=O	2%	6%	-6%	-5%	9%	3%	-1%[10 µM]	-4%
CCc1ccc(/C=N\n2cnnc2)cc1	.	1%	-11%	-5%	10%	9%	16%[10 µM]	-12%
COc1ccc(CCNC(=O)Cn2cccc2C(=O)c2ccccc2)c(OC)c1	-2%	9%	-11%	-5%	7%	-8%	-35%[inhibitor]	-12%
CN(c1ccc2nc3ccccc3c(=O)n2n1)C1CCCCC1	-1%	1%	-4%	10%	-5%	-1%	-198%[inhibitor]	-4%
COc1cccc2c1OCC(C(=O)OCc1cccnc1)=C2	8%	1%	-8%	4%	0%	11%	-4%[10 µM]	-1%
CCc1ccc(CNC(=O)CN2C(=O)c3cccnc3Oc3ccc(Cl)cc32)cc1	.	.	-17%	7%	.	11%[76.3 µM]	.	-9%
Cc1ccc(CC(=O)N/N=C/c2ccc3c(c2)OCO3)cc1	0%	0%	-2%	-1%	-3%	-8%	-32%[inhibitor]	-9%
Cc1cccc(N=Nc2cn[nH]c2-c2ccco2)c1	-12%	-13%	?	-20%	-10%	4%	12%[10 µM]	-26%
CC1CCCCN1Cc1nc2c(c(=O)n(C)c(=O)n2C)n1Cc1ccc(Br)cc1 (stereo not drawn)	.	.	-5%	-6%	.	-12%[76.3 µM]	.	-12%
O=C(CSCCO)Nc1cccc(C(F)(F)F)c1	-6%	4%	1%	5%	4%	4%	1%[0.074 µM]	1%
CCCNC(=O)c1cc(OC)c(OC)cc1[N+](=O)[O-]	-4%	-1%	-3%	-4%	3%	0%	3%[10 µM]	-1%
CC(C)(C)c1ccc(OCc2ccc(C(=O)NCc3cccnc3)o2)cc1	-2%	-3%	?	4%	-12%	1%	-11%	?
O=C(Nc1cc(C(F)(F)F)ccc1Cl)c1cc(C2CC2)on1	-2%	0%	-9%	-7%	4%	-11%	-7%[10 µM]	-3%
CCC(CO)NCC#Cc1ccccc1 (stereo not drawn)	6%	-4%	-2%	-6%	-6%	-11%	-11%	-1%
Cc1cc(Nc2ccccc2)n(C(=O)c2ccc(N)cc2)n1	-7%	-3%	?	6%	3%	-16%	18%[10 µM]	25µM*[quencher]
CC1CCN(S(=O)(=O)c2ccc3c(c2)c(=O)c(C(=O)NCc2ccccc2Cl)cn3C)CC1	-5%	-3%	-10%	-10%	7%	-5%	.	-15%
CC(=O)Oc1ccccc1C(=O)Oc1ccccc1C(=O)O	.	1%	-10%	-9%	-22%	.	-10%	-14%
O=C(NCc1ccc2c(c1)OCO2)C1CCCN1C(=O)Nc1cccc(Cl)c1 (stereo not drawn)	-3%	-1%	-4%	2%	3%	-5%	5%	-2%
COc1ccc2[nH]c(=O)c(CN(Cc3nnnn3Cc3ccc(F)cc3)CC3CCCO3)cc2c1 (stereo not drawn)	4%	-6%	-11%	7%	4%	8%	-14%	-7%
CCC(=O)N1CCN(c2c(Cl)cccc2[N+](=O)[O-])CC1	-17%	0%	2%	8%	2%	3%	-6%	-2%
CC1Cc2ccccc2N1C(=O)Cn1cc([N+](=O)[O-])cn1 (stereo not drawn)	?	-2%	-1%	4%	-6%	4%	-2%	4%
COC(=O)c1cc(O)c(OCc2ccccc2)c(O)c1	-3%	-15%	-10%	-5%	4%	-25%	-11%[10 µM]	0%
O=C(Oc1ccc(-c2cnc3ccccc3n2)cc1)c1cccc([N+](=O)[O-])c1	-16%	3%	?	3%	9%	6%	-15%[10 µM]	-13%
CCOC(=O)N1CN(C(=O)OCC)CN(C(=O)OCC)C1	0%	-1%	-5%	6%	12%	5%	-12%[10 µM]	-2%
N#CCC(=O)N1CCCCCC1	1%	-6%	-16%	-1%	4%	8%	1%	-9%
Cc1nnc(SCC(=O)NC(=O)NC(C)(C)C)n1N	-2%	4%	1%	-6%	-1%	9%	-2%	4%
Nc1ccc(NC(=O)c2ccco2)c(Cl)c1	-16%	-3%	-6%	-1%	-3%	-1%	-1%[10 µM]	-4%
Cc1c2cn[nH]c(=O)c2c(C)n1Cc1ccc(F)cc1	0%	-4%	-18%	-11%	-5%	1%	-23%	-9%
COc1ccc(C(C(=O)NC2CCCCC2)N2CCC3(CC2)OCCO3)cc1 (stereo not drawn)	3%	-7%	3%	4%	1%	9%	-14%	2%
CCOC(=O)CSc1nc2ccc(NC(=O)COc3ccccc3)cc2s1	.	.	?	-10%	.	11%[76.3 µM]	.	-24%
Cc1nnc2c(Oc3ccccc3)nc3ccccc3n12	-7%	5%	-4%	-6%	2%	-2%	-16%	3%
O=C(c1cccc(Cl)c1)N1CCN(c2ncnc3c2cnn3-c2ccccc2)CC1	6%	2%	-11%	?	2%	19%	.	-5%
CC(=O)c1c(NCCc2ccccc2)nc(=S)n(-c2ccccc2)c1C	1%	7%	1%	8%	10%	-9%	-38%[inhibitor]	3%
CCOc1ccc(N2C(=O)CNC2=S)cc1	7%	6%	-15%	-1%	7%	-21%	?	-13%
Cc1ccccc1Nc1ncnc2c1cnn2-c1ccccc1	-29%	0%	-10%	1%	2%	0%	-29%[10 µM]	-15%
N/C(Cc1ccc(Cl)cc1)=N\OC(=O)C1CCCCC1	-2%	-1%	-1%	6%	2%	-3%	-4%[10 µM]	3%
CC(C)(C)C(=O)N1CCc2cc(-c3csc(N)n3)ccc21	1%	-10%	?	9%	3%	-14%	-115%[inhibitor]	-16%
C=C(C)COc1ccc2c(CC)cc(=O)oc2c1C	3%	2%	?	-3%	4%	3%	.	-15%
O=[N+]([O-])/C=C/c1cn(Cc2ccccc2)c2ccccc12	?	-10%	?	2%	-27%	0%	-72%[inhibitor]	-9%
CCOC(=O)N1CCC(NC(=O)CSCc2nc(-c3cccc(OC)c3)oc2C)CC1	-3%	2%	-10%	4%	9%	2%	15%[10 µM]	-5%
O=C(CSCc1ccc(Cl)cc1)NCCSCc1ccco1	-4%	2%	-19%	-5%	0%	-1%	-18%	-19%
O=C(CSc1nc2c(c(=O)[nH]1)CN(Cc1ccc3c(c1)OCO3)CC2)Nc1ccc(F)c(F)c1	.	.	?	-1%	.	-4%[76.3 µM]	.	-27%
CCN(CCn1cccn1)C(=O)c1cc(COc2cccc3cccnc23)on1	0%	-5%	-4%	0%	0%	-3%	-51%	-5%
Cc1cc2c(cc1C)CSC(c1ccccc1O)SC2	-10%	3%	?	?	5%	-8%	19%	?
COC(=O)c1nnc(-c2ccccc2)c(-c2ccccc2)n1	-2%	1%	1%	0%	0%	-9%	-7%	0%
Cc1ccc(C(C(=O)NC(C)(C)C)N(Cc2cccs2)C(=O)c2ccc3c(c2)OCCO3)cc1 (stereo not drawn)	?	5%	-13%	5%	14%	-7%	1%[10 µM]	-5%

Shown field by field: two of the compounds above.
> Cc1ccccc1Nc1ncnc2c1cnn2-c1ccccc1
  GAA inhib: -29% | aGlu spleen mod: 0% | Tau ThT inhib: -10% | Tau fibril FP: 1% | GLA spleen mod: 2% | GAA glycogen: 0% | HTT cytoprotect: -29%[10 µM] | Tau fluor counter: -15%
> C=C(C)COc1ccc2c(CC)cc(=O)oc2c1C
  GAA inhib: 3% | aGlu spleen mod: 2% | Tau ThT inhib: ? | Tau fibril FP: -3% | GLA spleen mod: 4% | GAA glycogen: 3% | HTT cytoprotect: . | Tau fluor counter: -15%
